Compound activity deposited in PubChem by several laboratories.
PMI inhibition: human PMI inhibitors, high substrate, primary screen, biochemical, fluorescence intensity, high mannose 6-phosphate (AID 1220) | recombinant PMI enzyme, coupled fluorescence intensity; higher % means a stronger effect | inhibition, % at 20 µM, or IC50 in µM where a hit was titrated | 190,000 tested, 0.66% active | Mannose-6-phosphate isomerase (Homo sapiens)
RSV antiviral HEp-2: RSV antiviral activity via CPE protection, HEp-2 cells, primary 10 µM value included (AID 2391); HEp-2 cells, RSV-induced CPE inhibition; higher % means a stronger effect; CPE inhibition, % at 10 µM; hits with a dose series show IC50 in µM; 310,000 tested, 0.13% active; in the data active means a potency from the dose series; inconclusive means CPE inhibition mostly from about 23% at the one dose, without a potency; inactive means the rest, 99 in 100 with CPE inhibition below about 21%; further: strong numbers were not always called active
Ins promoter up: insulin promoter activators in MIN6 cells, imaging, high-content screening, mouse beta cells. MIN6 insulin promoter-GFP reporter; stronger effect = higher value. z-score at 5 µM. 190,000 tested, 0.3% active;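 active means z-score above 3 at 5 µM with at least 500 cells counted in the well; inconclusive means wells under 500 cells, flagged as cytotoxic or low count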
PMI inhibitors: inhibitors of human PMI, primary screen, biochemical, fluorescence intensity, coupled assay (AID 1209); Mannose-6-phosphate isomerase (Homo sapiens); purified PMI enzyme, coupled fluorescence intensity; higher % means a stronger effect; inhibition, % at 20 µM; hits with a dose series show IC50 in µM; 190,000 tested, 0.42% active;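 further: plate controls were DMSO vehicle for no effect and wells lacking substrate for full effect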
West Nile virus CPE: West Nile virus antiviral activity, cell-based, CPE readout (AID 1621). West Nile virus-infected cells, CPE inhibition; higher % means a stronger effect. CPE inhibition, % at 10 µM; hits with a dose series show IC50 in µM. 290,000 tested, 0.02% active; in the data active means a potency from the dose series; inconclusive means CPE inhibition mostly from about 3.7% at the one dose, without a potency; inactive means the rest, 99 in 100 with CPE inhibition below about 2.2%; further: strong numbers were not always called active
PhoP inhibition: inhibitors of PhoP regulon expression, primary screen, Salmonella Typhimurium, GFP reporter (AID 1863). inhibition, % at 50 µM; hits with a dose series show IC50 in µM. 300,000 tested, 0.16% active. S. Typhimurium PhoP-regulated promoter GFP reporter, 4 h; higher % means a stronger effect;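 active means inhibition over 29.93%, a cutoff 3 SD above the screen mean, later confirmed by dose response; inconclusive means inhibition over 29.93% but no dose response follow-up; inactive means inhibition at most 29.93% or unconfirmed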;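 further: 0% = low Mg2+ inducing control and 100% = high Mg2+ repressing control; strong numbers were not always called active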
TNAP activators: human TNAP enzyme activators, primary screen, biochemical, luminescent, no phosphate acceptor, uHTS (AID 1001); 200,000 tested, 0.03% active; purified TNAP, luminescent activation assay, no phosphate acceptor; higher activation fold means a stronger effect; Alkaline phosphatase, tissue-nonspecific isozyme (Homo sapiens); activation fold at 20 µM, or EC50 in µM where a hit was titrated; in the data active means activation fold from about 3, or a potency from the dose series; inactive means the rest, 99 in 100 with activation fold below about 1.6; further: many of its hits are not listed in these tables
Large T inhibition: SV40 large T antigen inhibitors, biochemical (AID 1903). SV40 large T antigen ATPase/helicase inhibition assay; higher % means a stronger effect. 310,000 tested, 0.39% active. one-dose inhibition, % at 20 µM; IC50 in µM for titrated hits; in the data active means a potency from the dose series; inconclusive means inhibition mostly from about 32% at the one dose, without a potency; inactive means the rest, 99 in 100 with inhibition below about 32%; further: strong numbers were not always called active
ER stress rescue: rescue of cells from ER stress-induced death, primary screen, 384-well, CSM14.1, thapsigargin, ATP luminescence (AID 1222); CSM14.1 thapsigargin-induced death rescue, ATP luminescence; higher % means a stronger effect; cellular ATP content (survival), % at 20 µM; hits with a dose series show EC50 in µM; 190,000 tested, under 10 active;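 active means EC50 below 50 µM in the dose-response confirmation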;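 further: death triggered by thapsigargin at about 15 µM added after 2 h compound pretreatment; cell ATP read after overnight thapsigargin exposure of roughly 18 to 22 hours; normalized against plate controls of thapsigargin alone and 5% DMSO vehicle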
Ins promoter up cell count: second read-out of Ins promoter up, no call of its own (marks repeat the call); cell count; measured here: cytotoxicity, nuclei count;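 total cells summed across four imaged fields per well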
Active calls of the source: *; ? = inconclusive; . = not tested or not shown. Unless noted, no stated cut-off is given here; in the data, active means inhibition above about 50%; inactive means the rest.

SMILES | PMI inhibition | RSV antiviral HEp-2 | Ins promoter up | Ins promoter up cell count | PMI inhibitors | West Nile virus CPE | PhoP inhibition | TNAP activators | Large T inhibition | ER stress rescue
COCCCN=CC1=C(O)CC(C)(C)CC1=O | 1% | -1.1% | 0.03 | 1809 | -7% | -0.5% | -4% | 1.1 | 11% | 1.7%
CCCOc1ccc(C(=O)C(CN2CCOCC2)c2ccccc2)cc1 (centres undefined) | -10% | -1.8% | . | . | -11% | 0.2% | 2% | 1.1 | 7% | -6.5%
CCOC(=O)c1c(NC(=O)CN2C(=O)CN(C)C2=O)sc(C)c1C | -5% | 0.5% | -0.95 | 1248 | -3% | -1.0% | 2% | 1 | 22% | 3.2%
O=C(O)c1c(N2CCCCC2)ccc([N+](=O)[O-])c1N1CCCCC1 | . | 1.1% | 0.01 | 1449 | . | 0.4% | 17% | . | 6% | .
Cc1ccc(Cn2cccc2/C=C2/C(=N)N3C=CSC3=NC2=O)cc1 | -7% | 1.2% | -0.83 | 1593 | 12% | -0.5% | 2% | 1.1 | -3% | -2.2%
Cc1sc2ncn(CC(=O)NCCCN3CC(C)CC(C)C3)c(=O)c2c1S(=O)(=O)N1CC(C)CC(C)C1 (centres undefined) | . | 8.4% | . | . | . | -0.7% | 6% | . | 5% | .
Cc1cccc(/C=N/NC(=O)c2ccc(NC(=O)c3ccccc3C)cc2)n1 | . | 2.8% | . | . | . | -0.1% | -3% | . | 8% | .
CCOC(=O)c1c(C)[nH]c(C)c1S(=O)(=O)N1CCC(c2ccccc2)C1 (centres undefined) | . | 15% | . | . | . | 0.3% | -4% | . | 15% | .
CC(C)N1C(=O)C2C(C(=O)NC3CCCCC3)C3C=CC2(O3)C1C(=O)NC1CCCC1 (centres undefined) | 2% | -0.2% | -0.77 | 1292 | 4% | -0.4% | -13% | 1.1 | 8% | -1.5%
Cc1ccsc1/C=N/N1CCOCC1 | -6% | 7.1% | -0.43 | 1208 | -3% | -0.1% | 8% | 1.1 | 5% | 0.2%
COCCn1c(SCC(=O)N2CCOCC2)nnc1-c1ccncc1 | . | 0.6% | . | . | . | -0.4% | 0% | . | 7% | .
N#Cc1cnc(SCC(=O)N2CCCC2)nc1N | . | 0.8% | . | . | . | -0.1% | 0% | . | 21% | .
Cc1cccc(-n2ncc3c(NC4CCCCC4)ncnc32)c1 | 3% | 1.2% | -2.1 | 1109 | 4% | 0.3% | 6% | 1.1 | -2% | -2.1%
Cc1cnc(C(=O)Nc2nnc(C(C)C)s2)cn1 | 19% | 0.4% | -0.28 | 1803 | 18% | 0.9% | -4% | 1 | 2% | -2.0%
O=C(CN1CCCCC1)N=Nc1c(O)[nH]c2ccccc12 | -3% | 2.5% | 0.94 | 1430 | -1% | -0.1% | 2% | 1 | 10% | -1.6%

Carrying on.
SMILES | PMI inhibition | RSV antiviral HEp-2 | Ins promoter up | Ins promoter up cell count | PMI inhibitors | West Nile virus CPE | PhoP inhibition | TNAP activators | Large T inhibition | ER stress rescue
Cc1ccc(N(CC(=O)NCc2ccc3c(c2)OCO3)C(=O)c2csnn2)cc1 | . | 0.2% | . | . | . | -0.7% | 0% | . | 5% | .
CCOC(=O)Nc1ccc(S(=O)(=O)N2CCC(C)CC2)cc1 | -1% | 2.4% | -0.1 | 1475 | -1% | -1.5% | -5% | 1.1 | 9% | -1.0%
CSc1ccc(-c2nc(CSCC(=O)N3CCOCC3)c(C)o2)cc1 | -9% | 7.0% | -0.91 | 999 | 5% | -1.0% | -8% | 1.2 | 3% | -1.3%
O=Cc1ccc2noc(-c3ccc(F)cc3)c2c1 | -87% | 0.6% | . | . | -44% | -0.1% | -5% | 1.1 | 4% | -0.9%
CCSc1nc(-c2ccc(OC)cc2)n(-c2nc3ccccc3s2)n1 | 11% | 0.1% | -0.96 | 1297 | 17% | 1.1% | 3% | 1.1 | -4% | .
CC(=O)Nc1cccc(-n2nnc(SCC(N)=O)n2)c1 | . | . | -0.32 | 1087 | . | 0.0% | -2% | . | 3% | .
Cc1ccc(C(C(=O)NC2CCCC2)N(Cc2cccs2)C(=O)c2csnn2)o1 (centres undefined) | . | 1.9% | . | . | . | -0.6% | 4% | . | 6% | .
O=C(NCCCn1ccnc1)c1ccccc1Cl | . | 0.1% | . | . | . | -0.5% | 5% | . | 3% | .
N#Cc1ccc(NC(=O)COC(=O)CCNS(=O)(=O)c2ccccc2)cc1 | -1% | -0.1% | 0.11 | 1241 | 6% | 0.5% | -6% | 1 | 8% | -0.1%
C/C(CC(=O)Nc1ccc(OCc2ccccc2)cc1)=N\NC(=O)C(=O)Nc1ccccc1C | -20% | 1.6% | . | . | -25% | -0.1% | -5% | 1.1 | 23% | -1.1%
COc1ccc(-n2nc(C(=O)NCC3CCCO3)c3ccccc3c2=O)cc1 (centres undefined) | . | 1.3% | . | . | . | 0.4% | 8% | . | 24% | .
COc1ccccc1/C=C/C=N/NC(=O)c1cnccn1 | -3% | -1.1% | 0.13 | 1471 | 3% | 0.4% | -1% | 1 | 4% | -0.4%
CC(C)C[C@H](NC(=O)c1nc[nH]c1C(=O)N[C@@H](CCCCNC(=O)OC(C)(C)C)C(=O)OC(C)(C)C)C(=O)OC(C)(C)C | . | 2.3% | . | . | . | 0.2% | -2% | . | 9% | .
CC(C)C(=O)N=C1SC2CS(=O)(=O)CC2N1Cc1ccccc1 (centres undefined) | 6% | 2.0% | 0.31 | 1371 | -3% | -0.9% | 6% | 1.1 | -1% | -1.4%
Cc1ccc(-n2c(Cc3ccccc3)n[nH]c2=S)c(C)c1 | 17% | -0.5% | -2.3 | 1657 | 11% | 0.3% | 7% | 1.2 | -8% | -1.6%

Following part.
SMILES | PMI inhibition | RSV antiviral HEp-2 | Ins promoter up | Ins promoter up cell count | PMI inhibitors | West Nile virus CPE | PhoP inhibition | TNAP activators | Large T inhibition | ER stress rescue
Cc1c(C=O)c2ccccn2c1C(=O)c1ccccc1 | -2% | 2.5% | -1.2 | 692 | 0% | 0.2% | -16% | 1.1 | 9% | 5.7%
O=C(N/N=C/c1coc2ccccc2c1=O)c1ccc(Cl)cc1 | . | 3.3% | . | . | . | -0.3% | 1% | . | -3% | .
O=C1C2CCCCC2C(=O)N1c1ccc(NC2CCN(Cc3ccccc3)CC2)c([N+](=O)[O-])c1 (centres undefined) | -9% | -1.4% | 0.58 | 1244 | -13% | 0.9% | 6% | 0.8 | 7% | -2.3%
O=C(NCCc1ccc(Cl)cc1)c1ccc2c(c1)OCCO2 | . | 4.0% | . | . | . | -0.3% | -10% | . | -1% | .
COc1ccc(OC)c(S(=O)(=O)NCCC2=CCCCC2)c1 | 1% | 0.9% | 0.01 | 1893 | 1% | -0.8% | 7% | 1 | 0% | -0.5%
COC(=O)c1ccc(C2Nc3ccccc3NC3=C2C(=O)CC(C)(C)C3)cc1 (centres undefined) | . | 0.7% | . | . | . | 0.1% | 0% | . | 14% | .
Cc1ccc(NC(=S)N(CCCN(C)C)Cc2cc3cc4c(cc3[nH]c2=O)OCO4)c(C)c1 | 1% | -1.2% | 0.28 | 1394 | 2% | 1.4% | 3% | 1.2 | 14% | -1.1%
COc1ccc(CC(=O)Nc2cc(Cl)ccc2N2CCCC2)cc1 | . | 1.8% | . | . | . | -1.1% | -2% | . | 13% | .
Cc1cc(C(=O)COC(=O)c2cc(Cl)ccc2N)c(C)n1Cc1ccco1 | 3% | 0.1% | 0.63 | 1205 | -2% | -1.1% | -13% | 1 | 4% | -0.4%
O=C(CN1C(=O)c2cccnc2Oc2ccc(Cl)cc21)NCCc1ccccc1 | . | 3.1% | . | . | . | -0.1% | 7% | . | 11% | .
O=C(COc1ccc(-c2ccccc2)cc1)N1CCCC1 | . | 2.0% | . | . | . | 0.1% | 2% | 1 | 4% | 0.6%
O=C(NCCN1C(=O)C2C3C=CC(C3)C2C1=O)N1CCOCC1 (centres undefined) | 9% | 3.5% | -0.27 | 1453 | 4% | 0.2% | 2% | 1.1 | 0% | .
Cc1cc(-c2nn(-c3ccccc3F)cc2CN2CCCC(C(N)=O)C2)c(C)s1 (centres undefined) | 6% | 0.0% | -0.36 | 1480 | 9% | -0.7% | -1% | 1 | 16% | -0.6%
O=C(O)c1nc(-c2ccccc2)n(-c2ccccc2)n1 | -6% | 0.2% | 0.76 | 1309 | -5% | 0.6% | -2% | 1.1 | 1% | -0.4%
CCn1c(COc2cccc(OC)c2)nnc1SCC(=O)Nc1cccc(OC)c1 | -1% | 6.0% | -0.14 | 827 | 5% | -0.2% | -6% | 1.1 | 19% | 0.9%

Next section
SMILES | PMI inhibition | RSV antiviral HEp-2 | Ins promoter up | Ins promoter up cell count | PMI inhibitors | West Nile virus CPE | PhoP inhibition | TNAP activators | Large T inhibition | ER stress rescue
CC(=O)C(Sc1ccc2nnc(-c3ccc(C)cc3)n2n1)C(C)=O | -6% | 1.6% | 0.58 | 1313 | 10% | 0.4% | 5% | 1.1 | 2% | -1.0%
O=C(/C=C/c1ccc2ccccc2n1)N1CCN(S(=O)(=O)c2ccccc2F)CC1 | . | 10% | -0.06 | 968 | . | ? | -5% | . | 101% | .
CC1CCN(c2c(NCc3ccc(C(=O)N(C)C4CCCCC4)cc3)c(=O)c2=O)CC1 | . | 1.7% | 0.1 | 942 | . | 0.5% | 2% | . | . | .
Cc1ccccc1Nc1nc(-c2sc(NC(=O)c3ccc([N+](=O)[O-])cc3)nc2C)cs1 | 17% | 4.7% | . | . | 24% | -0.3% | 9% | 0.9 | 18% | 0.5%
COc1ccc(CC(=O)NCC(=O)N/N=C/c2ccc(C)o2)cc1 | -4% | 2.2% | 0.56 | 1530 | 2% | -0.4% | -6% | 1.1 | 16% | -2.0%
Nc1nc2c(s1)C(=O)CCC2 | 8% | 0.5% | 0.04 | 1148 | 4% | 0.0% | 13% | 1.1 | 8% | 1.2%
CN(C)S(=O)(=O)c1cccc(NC(=O)CCCC2CCCCC2)c1 | . | 19% | . | . | . | 0.1% | -4% | . | 22% | .
OCCCNc1ncnc2c1[nH]c1ccccc12 | . | 1.4% | 0.74 | 992 | . | -0.4% | -4% | . | 11% | .
CC(c1ccccc1)N(NC(=O)C(O)(c1ccccc1)c1ccccc1)C(=O)c1ccccc1 (centres undefined) | 14% | 0.5% | -1.4 | 1141 | 9% | ? | -2% | 1.1 | 2% | 2.7%
CC1CCC2C(C1)OS(=O)(=O)NC2(C)C (centres undefined) | . | 0.8% | . | . | . | -0.1% | -7% | . | 14% | .
CCOc1ccc(C(=O)Nc2nnc(SCC(=O)NCC3CCCO3)s2)cc1OCC (centres undefined) | . | 2.6% | . | . | . | 0.5% | 9% | . | 15% | .
Cc1nn(-c2ccccc2)c2sc(-c3n[nH]c(=S)o3)cc12 | 3% | -1.3% | 0.21 | 1740 | 10% | 0.6% | 29% | 0.9 | -8% | -2.9%
Cc1nn(CC(=O)OCC(=O)Nc2ccccc2[N+](=O)[O-])c(C)c1[N+](=O)[O-] | -6% | 0.7% | 0.4 | 1339 | -2% | 0.2% | 13% | 1.1 | -3% | -2.1%
